PPARg SRC1 recr – PPARgamma agonists recruiting SRC-1 coactivator, primary screen, biochemical. Peroxisome proliferator-activated receptor gamma (Homo sapiens), P37231. PPARgamma-SRC-1 coactivator recruitment biochemical assay. activation, % at 8 µM. hit rate 0.41% among 200,000. AID 631, 2007; in the data active = activation above about 19%;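 note: 0% = DMSO and 100% = reference agonist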
RAM inhibit – inhibitors of the yeast RAM network, primary screen, dse1pr::URA3 reporter, 5-FOA selection; hit rate 1.8% among 190,000; S. cerevisiae dse1pr::URA3 reporter, 5-FOA growth OD615, 2 d; analog-sensitive cbk1-as2 kinase mutant strain; AID 868, 2007; inhibition, % at 50 µM;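 active = inhibition above a set limit, 3 SD over mean compound inhibition, cut at about 8.4% in these data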;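 note: 0% = DMSO-only wells with no growth and 100% = 10 µM 1-NA-PP1 full growth; inhibition rescues growth on 5-FOA so higher OD means more RAM inhibition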
TR-FRET SRC-2 ct – TR-FRET signal artefacts, primary screen, artefact control for PPARgamma SRC-2 agonist project, biochemical | TR-FRET artefact counter-screen; hits give high values | hit rate 0.4% among 200,000 | TR-FRET ratio at 8 µM; in the data active = TR-FRET ratio above about 2000; note: inactives centre near 1500
PPARg SRC3 recr – PPARgamma agonists recruiting SRC-3 coactivator, primary screen, biochemical; Peroxisome proliferator-activated receptor gamma (Homo sapiens), P37231; biochemical PPARgamma/SRC-3 coactivator recruitment assay; activation, % at 8 µM; hit rate 0.26% among 200,000; AID 731, 2007; in the data active = activation above about 23%;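 note: 0% = DMSO and 100% = reference agonist; some compounds past the cut are filed as inactive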
bIAP inhibitor – bovine intestinal alkaline phosphatase inhibitors, primary screen, selectivity assay for TNAP inhibitor project, biochemical, bovine IAP, CDP-star luminescence; purified bovine IAP, 30 min; inhibition, % at 20 µM; 190,000 tested, under 10 active; AID 1019, 2008;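 active = over 50% inhibition of intestinal alkaline phosphatase at 20 µM in the single-dose screen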
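test system = bovine IAP enzyme | medium = DEA buffer 100 mM, pH 9.8, with MgCl2 1.0 mM, ZnCl2 0.02 mM | detection = luminescence | dosing = single compound dose of 20 µM, 2% DMSO final | incubation = 30 min reaction at room temperature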
L major viab – Leishmania major promastigote growth inhibition, primary screen. Leishmania major promastigotes, resazurin fluorescence viability. inhibition, % at 10 µM. hit rate 9% among 200,000; in the data active = inhibition above about 50%;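 note: promastigotes grown with compound for 44 hours at 28 °C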
S1P3 antagonist – S1P3 receptor antagonists, primary screen, cell-based; Sphingosine 1-phosphate receptor 3 (Homo sapiens), Q99500; CHO S1P3 NFAT-BLA reporter, FRET fluorescence, antagonist mode; inhibition, % at 4.98 µM; hit rate 0.27% among 170,000; AID 485, 2006;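 active = inhibition above the plate cutoff, the mean inhibition of test wells on that plate plus 3 SD, cut at about 28% in these data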;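 note: cells challenged with S1P at its EC80 of 0.8 µM; blue over green emission ratio from cleaved BLA substrate after 4 h stimulation; 0% = S1P-stimulated wells and 100% = unstimulated DMSO-only wells; some compounds past the cut are filed as inactive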
Target sequence (Q99500 whole entry, looked up): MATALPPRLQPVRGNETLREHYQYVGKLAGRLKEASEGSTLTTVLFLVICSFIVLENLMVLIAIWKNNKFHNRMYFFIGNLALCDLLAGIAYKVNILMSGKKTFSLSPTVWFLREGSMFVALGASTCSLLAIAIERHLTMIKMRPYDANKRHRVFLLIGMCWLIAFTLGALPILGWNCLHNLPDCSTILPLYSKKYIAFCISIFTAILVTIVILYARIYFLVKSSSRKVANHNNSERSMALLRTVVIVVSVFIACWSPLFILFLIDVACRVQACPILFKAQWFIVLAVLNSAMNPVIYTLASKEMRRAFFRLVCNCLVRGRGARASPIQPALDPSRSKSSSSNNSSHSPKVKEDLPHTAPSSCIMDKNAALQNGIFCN
ROMK mod – ROMK potassium channel modulators, primary screen, cell-based, thallium flux, MLSMR library; ATP-sensitive inward rectifier potassium channel 1 (Homo sapiens), P48048; Tet-inducible ROMK, thallium flux fluorescence; actives lie on both sides; AID 1918, 2009; hit rate 2% among 130,000; B-score at 10 µM;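 active = signal ratio slope over the read window, or its plate-corrected B-score, at least 3 SD from the plate mean, either direction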;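 note: B-score of the F/F0 ratio slope over 7 to 12 s after thallium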
Target sequence (P48048 whole entry, looked up): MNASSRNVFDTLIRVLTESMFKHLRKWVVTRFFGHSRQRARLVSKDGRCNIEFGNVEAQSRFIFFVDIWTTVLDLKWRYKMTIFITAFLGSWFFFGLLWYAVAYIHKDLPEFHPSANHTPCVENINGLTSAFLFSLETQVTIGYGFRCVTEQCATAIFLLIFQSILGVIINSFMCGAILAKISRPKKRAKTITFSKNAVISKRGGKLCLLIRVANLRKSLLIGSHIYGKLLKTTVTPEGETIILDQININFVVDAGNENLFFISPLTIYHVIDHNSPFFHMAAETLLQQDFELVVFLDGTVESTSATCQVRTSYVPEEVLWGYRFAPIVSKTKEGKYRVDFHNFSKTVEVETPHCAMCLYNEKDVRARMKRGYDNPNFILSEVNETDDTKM
PPARg SRC2 recr – agonists of PPARg-SRC-2 recruitment, primary screen, biochemical, HTS; PPARgamma LBD-SRC-2 recruitment; activation, % at 8 µM; hit rate 0.34% among 200,000; in the data active = activation above about 22%;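 note: 0% = vehicle and 100% = reference agonist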
HMGR II inh – inhibitors of E. faecalis class II HMGR, primary screen, biochemical, Enterococcus faecalis | HMG-CoA reductase (Enterococcus faecalis, mvaE) | purified E. faecalis HMGR, NADPH absorbance 340 nm kinetic | inhibition, % at 10 µM | hit rate 0.41% among 190,000 | AID 1066, 2008;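 active = inhibition above a set limit, the median over all tested compounds plus 3 SD, cut at about 9.5% in these data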;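 note: enzyme runs in reverse so mevalonate oxidation gives rising NADPH absorbance; 0% = complete reaction with DMSO and 100% = background rate lacking mevalonate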
DTT redox prof – compounds producing H2O2 with reducing agent – biochemical, NIH compound library profiling, artefact control for MLSCN library redox annotation, primary screen | DTT-dependent redox cycling H2O2, phenol red/HRP absorbance; 100% = 100 µM peroxide control, 0% = buffer | activation, % at 10 µM | hit rate 0.03% among 200,000;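 active = activation of at least 50% relative to the plate's high and low controls in the primary single-dose screen; inactive = activation below 50%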;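 note: compound incubated with DTT at 0.8 mM final as the reducing agent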
* hit, by the source's call. No enrichment for hits. Share with any hit: about 13%.

Screening Cc1ccc(/C=C/c2ccc(=O)n(Cc3ccccc3Cl)n2)cc1 returned PPARg SRC1 recr -5, RAM inhibit 13*, TR-FRET SRC-2 ct 1319, PPARg SRC3 recr 0, bIAP inhibitor 12, L major viab -2, PPARg SRC2 recr 1, HMGR II inh -3 and DTT redox prof 0.0.
Clc1ccc(Cn2cnc3ccccc32)cc1 was read as PPARg SRC1 recr -3, RAM inhibit 1.9, TR-FRET SRC-2 ct 1222, PPARg SRC3 recr -1, bIAP inhibitor 11, L major viab 17, S1P3 antagonist 8, PPARg SRC2 recr -2, HMGR II inh -4 and DTT redox prof -0.7.
O=c1/c(=C\c2cccnc2)sc2nc3ccccc3n12 was read as PPARg SRC1 recr 1, RAM inhibit -0.8, TR-FRET SRC-2 ct 1619, PPARg SRC3 recr 13, bIAP inhibitor 4, L major viab 2, S1P3 antagonist -17, PPARg SRC2 recr 2, HMGR II inh 0 and DTT redox prof 3.2.
Clc1ccc(-c2nc(/C=N/N3CCOCC3)c3ccccn23)cc1 was read as PPARg SRC1 recr 3, RAM inhibit 0.4, TR-FRET SRC-2 ct 1903, PPARg SRC3 recr 6, bIAP inhibitor 2, L major viab 8, S1P3 antagonist 4, ROMK mod -2.4, PPARg SRC2 recr 6, HMGR II inh -5 and DTT redox prof -1.8.
For COc1ccc(C(=O)Nc2cc(C(C)=O)c(C)oc2=O)cc1 the results were PPARg SRC1 recr -1, RAM inhibit 2.2, TR-FRET SRC-2 ct 1447, PPARg SRC3 recr 5, bIAP inhibitor -1, L major viab 0, S1P3 antagonist -17, ROMK mod 0.9, PPARg SRC2 recr 4, HMGR II inh 1 and DTT redox prof -1.9.
Screening Cc1ccc(/C=N/NC(=O)c2cc3c(ccc4ccccc43)o2)cc1[N+](=O)[O-] returned PPARg SRC1 recr 4, RAM inhibit 0.4, TR-FRET SRC-2 ct 1581, PPARg SRC3 recr 9, bIAP inhibitor 10, L major viab 5, ROMK mod -0.95, PPARg SRC2 recr 3, HMGR II inh -5 and DTT redox prof -9.6.
For O=C1CCC(C(=O)O)(c2ccccc2)C1 (stereo not drawn) the results were PPARg SRC1 recr -4, RAM inhibit 1.5, TR-FRET SRC-2 ct 1477, PPARg SRC3 recr -1, bIAP inhibitor 10, L major viab -4, S1P3 antagonist -26, PPARg SRC2 recr -2, HMGR II inh -1 and DTT redox prof 2.4.
`COc1ccc(C(=O)N2CCC(C(=O)Nc3ccccc3C)CC2)cc1OC` gave PPARg SRC1 recr -5, RAM inhibit 0.4, TR-FRET SRC-2 ct 1362, PPARg SRC3 recr 4, bIAP inhibitor 9, L major viab -5, S1P3 antagonist -5, ROMK mod 0.83, PPARg SRC2 recr 1, HMGR II inh 10* and DTT redox prof -0.5.
Screening Cc1ccc(-n2c(Cc3cccn3C)nnc2SCC(=O)N2CCN(c3ccccc3)CC2)cc1 returned PPARg SRC1 recr 4, RAM inhibit 2.0, TR-FRET SRC-2 ct 1656, PPARg SRC3 recr 10, bIAP inhibitor 6, L major viab 23, S1P3 antagonist 1, PPARg SRC2 recr 10, HMGR II inh 3 and DTT redox prof -1.4.
COc1ccc(O[C@H]2C=C[C@@H](c3ccccc3)O[C@@H]2COC(=O)CCC(C)=NO[C@@H]2O[C@H](COC(C)=O)[C@@H](OC(C)=O)[C@H](OC(C)=O)[C@H]2OC(C)=O)cc1 was read as PPARg SRC1 recr 1, RAM inhibit 3.4, TR-FRET SRC-2 ct 1328, PPARg SRC3 recr 0, bIAP inhibitor 37, L major viab -3, S1P3 antagonist -12, ROMK mod -2.2, PPARg SRC2 recr -6, HMGR II inh -6 and DTT redox prof 0.4.
`O=C(O)CC(NC(=O)C1CCCCC1)c1cc([N+](=O)[O-])ccc1Cl` (stereo not drawn) gave PPARg SRC1 recr -3, RAM inhibit 0.9, TR-FRET SRC-2 ct 1549, PPARg SRC3 recr -4, bIAP inhibitor -10, L major viab 0, S1P3 antagonist 12, ROMK mod 2.2, PPARg SRC2 recr 3, HMGR II inh 9 and DTT redox prof 0.8.
For COc1ccc(/C=N/NC(=O)CC2N=C(Cc3ccccc3)NNC2=O)cc1OC (stereo not drawn) the results were PPARg SRC1 recr 2, RAM inhibit 0.7, TR-FRET SRC-2 ct 1634, PPARg SRC3 recr 3, bIAP inhibitor 10, L major viab -5, S1P3 antagonist -9, ROMK mod -0.0027, PPARg SRC2 recr 1, HMGR II inh 2 and DTT redox prof -0.4.
`CC(=O)Cn1ncc(N2CCOCC2)c(Br)c1=O` gave PPARg SRC1 recr 4, RAM inhibit 0.9, TR-FRET SRC-2 ct 1487, PPARg SRC3 recr -1, bIAP inhibitor -5, L major viab 5, S1P3 antagonist -21, ROMK mod -0.77, PPARg SRC2 recr -6, HMGR II inh -6 and DTT redox prof -0.7.
O=C(CSC1=NCCS1)Nc1ccc2ccccc2c1 was read as PPARg SRC1 recr 4, RAM inhibit 4.8, TR-FRET SRC-2 ct 1615, PPARg SRC3 recr 2, bIAP inhibitor 28, L major viab -1, S1P3 antagonist -5, ROMK mod -0.31, PPARg SRC2 recr 7, HMGR II inh -4 and DTT redox prof -1.2.
`c1ccc(-n2ncc(-c3nn[nH]n3)n2)cc1` gave PPARg SRC1 recr -3, RAM inhibit 0.8, TR-FRET SRC-2 ct 1665, PPARg SRC3 recr -11, bIAP inhibitor -7, L major viab 0, PPARg SRC2 recr 4, HMGR II inh -9 and DTT redox prof 0.5.
For Cc1nn(C)cc1C1Nc2ccccc2C(=O)N1O (stereo not drawn) the results were PPARg SRC1 recr -2, RAM inhibit 1.5, TR-FRET SRC-2 ct 1517, PPARg SRC3 recr -10, bIAP inhibitor 7, L major viab -2, PPARg SRC2 recr 4, HMGR II inh -3 and DTT redox prof 0.4.
`CC(C)NC(=O)c1cc2nc(-c3ccco3)cc(C(F)(F)F)n2n1` gave PPARg SRC1 recr -1, RAM inhibit 1.2, TR-FRET SRC-2 ct 1319, PPARg SRC3 recr -5, bIAP inhibitor -6, L major viab -4, ROMK mod 0.0036, PPARg SRC2 recr -7, HMGR II inh 0 and DTT redox prof 0.3.
For Cc1c(-c2ccccc2)c(P(=O)(N2CCOCC2)N2CCOCC2)c2ccccn12 the results were PPARg SRC1 recr -3, RAM inhibit 0.5, TR-FRET SRC-2 ct 1530, PPARg SRC3 recr 8, bIAP inhibitor 12, L major viab 55*, S1P3 antagonist -12, PPARg SRC2 recr 1, HMGR II inh -6 and DTT redox prof 2.2.
For CSCCC(NC(=O)/C(=C/c1ccc(F)cc1)NC(C)=O)C(=O)O (stereo not drawn) the results were PPARg SRC1 recr -2, RAM inhibit 3.2, TR-FRET SRC-2 ct 1632, PPARg SRC3 recr 0, bIAP inhibitor -1, L major viab -7, S1P3 antagonist -9, ROMK mod -0.061, PPARg SRC2 recr 4, HMGR II inh -6 and DTT redox prof -0.2.
`Cc1cccc(OCC(O)CN2CCN(CCN3C(=O)c4cccc5cccc(c45)C3=O)CC2)c1C` (stereo not drawn) gave PPARg SRC1 recr -1, RAM inhibit 0.2, TR-FRET SRC-2 ct 1716, PPARg SRC3 recr 5, bIAP inhibitor -1, L major viab 100*, S1P3 antagonist -4, ROMK mod -0.99, PPARg SRC2 recr 4, HMGR II inh 1 and DTT redox prof 0.1.
`CO/N=C/NC(=O)c1c(OC)ccnc1Oc1cccc(C(F)(F)F)c1` gave PPARg SRC1 recr -3, RAM inhibit -0.7, TR-FRET SRC-2 ct 1621, PPARg SRC3 recr -1, bIAP inhibitor 3, L major viab -1, PPARg SRC2 recr 5, HMGR II inh 0 and DTT redox prof 1.6.
O=C(N/N=C/c1ccncc1)c1cc([N+](=O)[O-])cc([N+](=O)[O-])c1O was read as PPARg SRC1 recr 4, RAM inhibit 4.0, TR-FRET SRC-2 ct 1783, PPARg SRC3 recr 5, bIAP inhibitor 12, L major viab -13, PPARg SRC2 recr 4, HMGR II inh -1 and DTT redox prof 1.5.
`Cc1ccc(NC(=O)NC(=O)CN2C(=O)NC3(CCc4ccccc43)C2=O)c(C)c1` (stereo not drawn) gave PPARg SRC1 recr 5, RAM inhibit 2.4, TR-FRET SRC-2 ct 1633, PPARg SRC3 recr -2, bIAP inhibitor -7, L major viab 14, S1P3 antagonist -7, ROMK mod -1.3, PPARg SRC2 recr 10, HMGR II inh -4 and DTT redox prof 0.2.
Screening Cn1c(C2=C(O)CN(c3ccc4c(c3)OCCO4)C2=N)nc2ccccc21 returned PPARg SRC1 recr 7, RAM inhibit 0.1, TR-FRET SRC-2 ct 1434, PPARg SRC3 recr -3, bIAP inhibitor -30, L major viab 8, S1P3 antagonist 6, ROMK mod 0.51, PPARg SRC2 recr -2 and DTT redox prof -0.2.
For CCOC(=O)c1sc(NC(=O)CSc2nnnn2-c2ccc(C)cc2C)nc1C the results were PPARg SRC1 recr 3, RAM inhibit 2.8, TR-FRET SRC-2 ct 1573, PPARg SRC3 recr -2, bIAP inhibitor 0, L major viab -5, S1P3 antagonist -16, PPARg SRC2 recr 6, HMGR II inh -2 and DTT redox prof -0.5.
For Cc1ccc2[nH]c(C)c(/C=N/Nc3nc4ccccc4s3)c2c1 the results were PPARg SRC1 recr -3, RAM inhibit 2.0, TR-FRET SRC-2 ct 1460, PPARg SRC3 recr 1, bIAP inhibitor 6, L major viab 3, PPARg SRC2 recr -2, HMGR II inh -7 and DTT redox prof 2.7.
For CC1(NC(=O)C23CC4CC(CC(C4)C2)C3)CCS(=O)(=O)C1 (stereo not drawn) the results were PPARg SRC1 recr 8, RAM inhibit 0.2, TR-FRET SRC-2 ct 1562, PPARg SRC3 recr -5, bIAP inhibitor 7, L major viab -6, S1P3 antagonist 4, ROMK mod -0.064, PPARg SRC2 recr -1, HMGR II inh -3 and DTT redox prof 0.3.
Cc1sc2nc(NCCO)[nH]c(=O)c2c1C was read as PPARg SRC1 recr 4, RAM inhibit 0.2, TR-FRET SRC-2 ct 1612, PPARg SRC3 recr 1, bIAP inhibitor 0, L major viab -6, S1P3 antagonist -2, PPARg SRC2 recr 3, HMGR II inh 0 and DTT redox prof -1.7.
O=C(NN1C(=O)c2ccccc2NC12CCCCC2)c1ccccc1 was read as PPARg SRC1 recr 7, RAM inhibit 1.2, TR-FRET SRC-2 ct 1614, PPARg SRC3 recr 5, bIAP inhibitor 5, L major viab -3, S1P3 antagonist -8, ROMK mod 0.52, PPARg SRC2 recr 1, HMGR II inh -2 and DTT redox prof -0.6.
